Screening results as filed in PubChem BioAssay.
GFP derepression – epigenetic modulators derepressing GFP locus in mouse cells; AID 597; 0.09% of 68,000 active; mouse C127i GFP locus derepression, cytometry, 30 h; Potency, µM (titrated, usually from 46.1 µM), inactives show at the highest dose GFP derepression (activation); also: % of control where 0% means no effect
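Locus derepression in mouse mammary C127i cells whose integrated CMV-GFP reporter is normally silent; GFP expression after 30 h compound treatment was quantified by counting fluorescent cells.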
HADH2 inh – HADH2 (human) dehydrogenase inhibition; Potency, µM (doses to about 57.1 µM), inactives show at the top dose activity change, negative = inhibition, usual class: inhibitors; AID 886; recombinant HADH2, NADH fluorescence, beta-hydroxybutyryl-CoA; 3.4% of 73,000 active; also: potency is read from the fitted curve at half-maximal effect; % is scaled to controls: 0 for no effect and ±100 for the full control effect; nearly all actives have a fitted effect of over 60% in size; many of its hits are not listed in these tables
Target sequence (Q99714 whole entry, looked up, one chain of several): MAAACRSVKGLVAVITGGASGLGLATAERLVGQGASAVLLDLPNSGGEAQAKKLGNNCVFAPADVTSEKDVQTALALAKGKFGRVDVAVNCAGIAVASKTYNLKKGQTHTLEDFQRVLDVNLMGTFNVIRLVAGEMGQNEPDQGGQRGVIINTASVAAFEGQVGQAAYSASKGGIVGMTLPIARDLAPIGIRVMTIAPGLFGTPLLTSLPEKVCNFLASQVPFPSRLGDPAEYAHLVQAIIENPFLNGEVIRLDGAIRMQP
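Read-out: 360 nm excitation, 450 nm emission, kinetic over 4 min. Conditions: His-tagged human HADH2 20 nM, pH 9.0 Tris with Tween-20, 1 mM NAD+, 90 uM beta-hydroxybutyryl-CoA.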
Pol III holo inh – inhibitors of bacterial DNA polymerase III holoenzyme; reconstituted DNA polymerase III holoenzyme replication, biochemical; Potency, µM (series often up to 57.1 µM), inactives show at the highest dose activity change, negative = inhibition; 0.25% of 71,000 active; also: potency is read from the fitted curve at half-maximal effect; % is scaled to controls: 0 for no effect and ±100 for the full control effect
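Reconstituted *E. coli* holoenzyme (0.35 nM Pol III, 1 nM beta, 154 nM SSB, 2 nM primase) was preincubated with compound for 15 min at RT. Synthesis on 1.4 nM ssM13Gori ran 35 min, then was stopped with PicoGreen/EDTA and read as dsDNA fluorescence.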
Hsp90 Hop PPI – changes Hsp90-Hop TPR2A binding signal, up or down | AID 595 | 0.44% of 71,000 active | Potency, µM (highest dose often 57 µM), inactives show at the top dose activity change, negative = inhibition | AlphaScreen TPR2A-His6 binding biotin-Hsp90 C-terminal peptide; active = well fitted curve in either direction with a large enough effect; inconclusive = small, poorly fitted or top-dose-only effect, or another doubt; also: potency is read from the fitted curve at half-maximal effect; % is scaled to controls: 0 for no effect and ±100 for the full control effect; many of its hits are not listed in these tables
FLuc inh – firefly luciferase inhibition. 2.2% of 72,000 active. Potency, µM (doses to about 57.1 µM), without a hit: top-dose activity change, negative = inhibition, most hits filed as inhibitors. purified firefly luciferase, luminescence, 8 min. AID 411. P08659; also: potency is read from the fitted curve at half-maximal effect; % is scaled to controls: 0 for no effect and ±100 for the full control effect; nearly all actives have a fitted effect of over 40% in size
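Inhibition of light generation by firefly luciferase from ATP and luciferin was profiled with concentration-response curves per sample, ATP held at 10 uM within the enzyme's linear range. Plates were read by luminescence after an 8-minute ambient incubation.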
Tau fil binding – binders of human tau filaments; AID 596; recombinant tau filaments, thioflavin S fluorescence, 15 h; filaments grown with octadecylsulfate alongside compound; P10636; 2% of 71,000 active; Potency, µM (highest dose often 57.1 µM), inactives show top-dose activity change, negative = inhibition;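 also: potency is read from the fitted curve at half-maximal effect; % is scaled to controls: 0 for no effect and ±100 for the full control effect; actives lower thioflavin S fluorescence by blocking filaments or displacing dye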
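Assay mix: 1 uM His-tagged tau, 30 uM sodium octadecylsulfate, thioflavine S dye in HEPES/NaCl/DTT buffer. Compound is added prior to the inducer. Fluorescence after 15 h at 37 C.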
15-hLO inh – 15-hLO (ALOX15) enzyme inhibition | P16050 | purified 15hLO-1, xylenol orange hydroperoxide absorbance | Potency, µM (highest dose often 57.1 µM), for inactives: top-dose activity change, negative = inhibition, hits mostly inhibitors | 1.4% of 74,000 active | AID 887; also: potency is read from the fitted curve at half-maximal effect; % is scaled to controls: 0 for no effect and ±100 for the full control effect; nearly all actives have a fitted effect of over 55% in size
Target sequence (P16050 whole entry, looked up): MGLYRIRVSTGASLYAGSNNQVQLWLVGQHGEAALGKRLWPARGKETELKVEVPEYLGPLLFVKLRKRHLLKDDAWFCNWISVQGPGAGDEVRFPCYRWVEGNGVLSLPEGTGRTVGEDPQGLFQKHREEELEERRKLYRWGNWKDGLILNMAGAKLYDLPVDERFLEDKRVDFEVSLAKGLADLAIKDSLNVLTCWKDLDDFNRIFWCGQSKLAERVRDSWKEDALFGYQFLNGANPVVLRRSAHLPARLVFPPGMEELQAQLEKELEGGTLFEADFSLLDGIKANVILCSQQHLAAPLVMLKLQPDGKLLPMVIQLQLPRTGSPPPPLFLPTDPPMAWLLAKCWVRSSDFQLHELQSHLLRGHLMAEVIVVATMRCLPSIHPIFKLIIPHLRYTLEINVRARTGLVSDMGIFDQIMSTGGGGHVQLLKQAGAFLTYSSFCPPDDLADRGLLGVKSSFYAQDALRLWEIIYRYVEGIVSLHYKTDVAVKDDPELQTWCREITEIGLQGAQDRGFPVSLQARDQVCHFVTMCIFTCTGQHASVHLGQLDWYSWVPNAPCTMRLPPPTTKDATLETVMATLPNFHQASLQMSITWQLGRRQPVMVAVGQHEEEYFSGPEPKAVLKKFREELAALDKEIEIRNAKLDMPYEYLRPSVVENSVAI
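Purified human 15hLO-1 (40 nM final) in 25 mM Hepes pH 7.5, 0.01% Triton X-100 was preincubated with compound 15 min at room temperature, then reacted 6 min with 50 uM arachidonic acid; hydroperoxide detected by Fe-XO, 573/405 nm absorbance ratio.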
UbGFP stabilizer – inhibits proteasome, raising ubiquitin-GFP reporter fluorescence; Potency, µM (series often up to 45.9 µM), for the others: at the highest dose activation (GFP accumulation), most hits filed as activators; 67,000 tested, under 10 active; Ubiquitin-GFP reporter cells, proteasome inhibition, GFP fluorescence; response scale: untreated = 0%, 10 µM MG-132 = 100%; active = well fitted activation curve with a large enough effect, not every such curve was filed as active; inconclusive = small, poorly fitted or top-dose-only effect, or another doubt; inactive = no such curve, though single readings can be large or run the other way; also: potency is read from the fitted curve at half-maximal effect
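U2OS cells stably expressing ubiquitin(G76V)-GFP, seeded overnight in 0.5% FBS medium, were exposed to compounds (qHTS, 46 uM to 2.9 nM) for 4 hr at 37 °C. GFP-positive cells were counted by laser cytometry (488 ex/515 em), normalized between basal and 10 uM MG-132.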
CRE Fsk mod – CRE-bla signaling modulation under forskolin stimulation; CHO CRE-bla reporter (cAMP response element driving beta-lactamase), forskolin EC10, beta-lactamase ratio; AID 662; 2.5% of 71,000 active; Potency, µM (top dose mostly 38.2 µM), inactives show at the top dose activity change, negative = inhibition, actives largely listed as activators; active = well fitted activation curve with a large enough effect in the signal ratio, with a control signal flat, not every such curve was filed as active; inconclusive = small, poorly fitted or top-dose-only effect, or effect the other way, or a change in a side signal; the % refers to the signal ratio; also: potency is read from the fitted curve at half-maximal effect; % of control where 0% means no effect
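AC50 values, positive or negative, reflect shifts in EC10 NKH 477-induced CRE-bla reporter activity in CHO cells. Incubation lasted 3 h at 37 °C before CCF4 substrate (2 h, room temperature) and ratiometric 460/530 nm reading.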
ERK AVP block – vasopressin-driven ERK pathway inhibition; HEK293-V1b, vasopressin-stimulated pERK AlphaScreen; Potency, µM (doses to about 57.5 µM), for the others: at the highest dose activity, negative = inhibition, hits mostly inhibitors; 0.99% of 72,000 active; AID 995; also: potency is read from the fitted curve at half-maximal effect; % is scaled to controls: 0 for no effect and ±100 for the full control effect; nearly all actives have a fitted effect of over 55% in size
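qHTS, compounds titrated on V1b-expressing HEK293 cells. Preincubation 30 min at 37C, vasopressin 25 nM for 5 min, lysis 10 min, bead incubation 5 hr at room temperature.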
HBB splicing – modulators of hemoglobin beta chain splicing; Potency, µM (series often up to 46.1 µM), for the others: at the highest dose activation, hits mostly activators; 0.06% of 65,000 active; HBB splicing reporter cell assay, activation; EGFP reporter with mutant IVS2-654 intron; response scale: normalised to 500 nM splice-correcting PNA; also: potency is read from the fitted curve at half-maximal effect; 0% is about no effect
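HeLa cells stably expressing EGFP interrupted by mutant beta-globin intron 2 (IVS2-654), 500/well in 2% FCS. Treated with compound for 2 days at 37C. Splicing correction scored as total well GFP intensity (488 nm excitation, 500-520 nm emission); 500 nM antisense PNA served as control.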
* hit, by the source's call; [ ] = another dose, or the depositor's remark. Unless noted, calls follow the shape of the dose curve; as a rule, active = well fitted curve in the direction sought with a large enough effect; inconclusive = small, poorly fitted or top-dose-only effect, or another doubt; inactive = no such curve, though single readings can be large; an effect the other way counts as inactive or inconclusive.

Results for Cc1nc2ccccc2c2oc(C(=O)NCC3CCCO3)cc12 (centres undefined) ?
GFP derepression: 4%; HADH2 inh: 3%; Pol III holo inh: -7%; Hsp90 Hop PPI: 0%; FLuc inh: -1%; Tau fil binding: -4%; 15-hLO inh: -1%; UbGFP stabilizer: -10%; CRE Fsk mod: inconclusive; ERK AVP block: -29%; HBB splicing: 3.2%[1.84 µM]

What do the screens show for `CCOc1ccc(Cc2nc(C)c(CC(=O)N3CCOCC3)c(=O)[nH]2)cc1`?
GFP derepression: 1%; HADH2 inh: 5%; Pol III holo inh: 3%; Hsp90 Hop PPI: -5%; FLuc inh: 2%; Tau fil binding: 2%; 15-hLO inh: 2%; UbGFP stabilizer: 11%; CRE Fsk mod: inconclusive; ERK AVP block: 2%; HBB splicing: 6.7%

What do the screens show for `O=C(c1cccs1)N1CCc2ccccc21`?
GFP derepression: -3%; HADH2 inh: -15%; Pol III holo inh: -3%; Hsp90 Hop PPI: 3%; FLuc inh: -28%; Tau fil binding: 13%; 15-hLO inh: 0%; UbGFP stabilizer: 29%; CRE Fsk mod: 5%; ERK AVP block: -10%; HBB splicing: 0.8%

Results for CCCCOC(=O)C1CCCC(C(=O)OCCCC)N1 (centres undefined) ?
GFP derepression: 4%; HADH2 inh: 6%; Pol III holo inh: 2%; Hsp90 Hop PPI: 1%; FLuc inh: 0%; Tau fil binding: -4%; 15-hLO inh: 2%; UbGFP stabilizer: 5%; CRE Fsk mod: -5%; ERK AVP block: -7%; HBB splicing: -0.6%

How did COc1ccc(Cl)cc1-c1n[nH]c(=S)o1 do in these assays?
GFP derepression: -1%; HADH2 inh: inconclusive; Pol III holo inh: -6%; Hsp90 Hop PPI: -2%; FLuc inh: 0%; Tau fil binding: -1%; 15-hLO inh: -2%; UbGFP stabilizer: -2%; CRE Fsk mod: -7%; ERK AVP block: -14%; HBB splicing: -1.0%

How did CCOc1ccc(NC(=O)Cn2nnc(-c3ccccc3NC(=O)CC)n2)cc1 do in these assays?
GFP derepression: -4%; HADH2 inh: 10%; Pol III holo inh: -2%; Hsp90 Hop PPI: 0%; FLuc inh: 3%; Tau fil binding: 101%; 15-hLO inh: -1%; UbGFP stabilizer: -6%; CRE Fsk mod: 5%; ERK AVP block: 13%; HBB splicing: -4.4%

What do the screens show for `O=C(NCc1ccco1)C(c1ccco1)N(CCc1ccccc1)C(=O)Cn1nnc2ccccc21` (centres undefined)?
GFP derepression: -2%; HADH2 inh: 2%; Pol III holo inh: 1%; Hsp90 Hop PPI: -9%; FLuc inh: -3%; Tau fil binding: 179%; 15-hLO inh: -13%; UbGFP stabilizer: -2%; CRE Fsk mod: -16%; ERK AVP block: 12%

How did O=C(CN1C(=O)NC2(CCCC2)C1=O)N1CCN(C(=O)c2ccco2)CC1 do in these assays?
GFP derepression: 0%; HADH2 inh: 3%; Pol III holo inh: -3%; Hsp90 Hop PPI: -1%; FLuc inh: -8%; Tau fil binding: 7%; 15-hLO inh: 4%; UbGFP stabilizer: -1%; CRE Fsk mod: 1%; ERK AVP block: -11%; HBB splicing: 0.4%[57.5 µM]

Results for O=C(O)[C@H](CCc1ccccn1)c1ccccc1 ?
GFP derepression: 0%[9.22 µM]; HADH2 inh: -1%[11.4 µM]; Pol III holo inh: 14%[11.4 µM]; Hsp90 Hop PPI: 0%[11 µM]; FLuc inh: 1%[11.4 µM]; Tau fil binding: -5%[11.4 µM]; 15-hLO inh: 2%[11.4 µM]; UbGFP stabilizer: -7%[9.17 µM]; CRE Fsk mod: 11%[7.6 µM]; ERK AVP block: 5%[11.5 µM]; HBB splicing: 1.3%[9.22 µM]

What do the screens show for `CCn1c(=O)n(CC(=O)NC2CCCC(C)C2C)c(=O)c2ccccc21` (centres undefined)?
GFP derepression: 0%; HADH2 inh: 26%; Pol III holo inh: 3%; Hsp90 Hop PPI: -2%; FLuc inh: 1%; Tau fil binding: -4%; 15-hLO inh: 0%; UbGFP stabilizer: -6%; CRE Fsk mod: -6%; ERK AVP block: -11%; HBB splicing: -0.1%

What do the screens show for `CCC(=O)Nc1ccc2c(c1)nc(CCN1CCN(C)CC1)n2C`?
GFP derepression: 3%; HADH2 inh: 21%; Pol III holo inh: -4%; Hsp90 Hop PPI: -6%; FLuc inh: 4%; Tau fil binding: 1%; 15-hLO inh: -4%; UbGFP stabilizer: -1%; CRE Fsk mod: 3%; ERK AVP block: 7%; HBB splicing: 0.3%

Results for Cc1onc(-c2ccccc2)c1C(=O)Nc1sc2c(c1C#N)CCC(C)C2 (centres undefined) ?
GFP derepression: -4%; HADH2 inh: inconclusive; Pol III holo inh: -6%; Hsp90 Hop PPI: 2%; FLuc inh: -8%; Tau fil binding: 39%; 15-hLO inh: -14%; UbGFP stabilizer: -3%; CRE Fsk mod: inconclusive; ERK AVP block: 2%; HBB splicing: -1.1%

What do the screens show for `CN[C@]1(C)[C@H]2CC[C@@H](C2)C1(C)C`?
GFP derepression: 0%[20.6 µM]; HADH2 inh: -5%[25.6 µM]; Pol III holo inh: 0%[25.6 µM]; Hsp90 Hop PPI: -3%[26 µM]; FLuc inh: 1%[25.5 µM]; Tau fil binding: -3%[25.6 µM]; 15-hLO inh: 5%[25.6 µM]; UbGFP stabilizer: -10%[20.5 µM]; CRE Fsk mod: -3%[17.1 µM]; ERK AVP block: 1%[25.7 µM]; HBB splicing: 1.5%[20.6 µM]

How did Cc1ccc(Cc2nc(-c3cccc(C)c3)no2)cc1 do in these assays?
GFP derepression: -3%; HADH2 inh: -7%; Pol III holo inh: 4%; Hsp90 Hop PPI: inconclusive; FLuc inh: -14%; Tau fil binding: 17%; 15-hLO inh: -1%; UbGFP stabilizer: -1%; CRE Fsk mod: -1%; ERK AVP block: 164%[activator]; HBB splicing: -1.0%

Results for COc1ccc(Cc2nn3c(-c4ccccc4OC)nnc3s2)cc1 ?
GFP derepression: 2%; HADH2 inh: inconclusive; Pol III holo inh: 6%; Hsp90 Hop PPI: -1%; FLuc inh: -4%; Tau fil binding: 8%; 15-hLO inh: 4%; UbGFP stabilizer: 0%; CRE Fsk mod: inconclusive; ERK AVP block: -15%; HBB splicing: 1.9%[57.5 µM]

Results for O=S(=O)(c1ccccc1)N1CCC2(CCCN(Cc3cc(C(F)(F)F)cc(C(F)(F)F)c3)C2)CC1 ?
GFP derepression: 2%[9.22 µM]; HADH2 inh: 2%; Pol III holo inh: 0%; Hsp90 Hop PPI: 9%; FLuc inh: -1%[11.4 µM]; Tau fil binding: 5%; 15-hLO inh: 8%; UbGFP stabilizer: -4%; CRE Fsk mod: 6%; ERK AVP block: 25%; HBB splicing: 2.3%

What do the screens show for `Cc1cc2oc(=O)cc(CN3CCN(Cc4ccc5c(c4)OCO5)CC3)c2cc1C`?
GFP derepression: 0%; HADH2 inh: 1%; Pol III holo inh: -7%; Hsp90 Hop PPI: -4%; FLuc inh: -1%; Tau fil binding: 1%; 15-hLO inh: -1%; UbGFP stabilizer: -5%; CRE Fsk mod: -2%; ERK AVP block: -13%; HBB splicing: 0.0%[57.5 µM]

Results for CSc1nc(C)cc(-n2ccc(=O)[nH]c2=O)n1 ?
GFP derepression: 2%; HADH2 inh: 2%; Pol III holo inh: 0%; Hsp90 Hop PPI: -2%; FLuc inh: 1%; Tau fil binding: -3%; 15-hLO inh: 11%; UbGFP stabilizer: -1%; CRE Fsk mod: inconclusive; ERK AVP block: -28%; HBB splicing: 3.7%

Results for Cc1nnc(NC(=O)CCCCCN2C(=O)C3C4C=CC(C4)C3C2=O)s1 (centres undefined) ?
HADH2 inh: -2%; Pol III holo inh: -2%; Hsp90 Hop PPI: -3%[2.3 µM]; FLuc inh: 2%; Tau fil binding: 0%; 15-hLO inh: 1%; UbGFP stabilizer: -17%; CRE Fsk mod: 1%; ERK AVP block: -11%; HBB splicing: -0.2%

The list is partial; count on the stated rates, not on these rows.
